# TROY signal inh: blocks TROY-dependent signaling in reporter cells; Q293 LMP1-TROYcd NF-kB luciferase reporter, 4 h; 360,000 tested, 0.98% active; AID 1347056; inhibition, % at 10 µM;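 active means compounds whose plate-normalised and pattern-corrected inhibition of the luciferase reporter signal at the single screening dose is 50% or more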
# TRPM1 prom inh: MITF TRPM1 promoter inhibition in SK-MEL-5 cells; SK-MEL-5 TRPM1 promoter luciferase, 24 h; inhibition, % at 12.5 µM; 330,000 tested, 0.83% active; AID 488899;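 active means mean inhibition across replicates of 60% or more, whatever share of single replicates reaches that level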; further: values of inactives mirror those of a sister screen read the other way
# NR2E3 ag-1: agonists of human nuclear receptor NR2E3; Q9Y5X4; GST-NR2E3/biotin-RetCOR TR-FRET, 1536-well; inhibition of corepressor binding, % at 4.78 µM; 320,000 tested, 0.12% active; AID 2300;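 active means percent inhibition above the cutoff of mean plus 3 SD of all tested compounds, set per screening campaign, cut at about 20% in these data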;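 further: 0% = DMSO wells and 100% = biotin wells as full block of FRET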
# Target sequence (Q9Y5X4 whole entry, looked up): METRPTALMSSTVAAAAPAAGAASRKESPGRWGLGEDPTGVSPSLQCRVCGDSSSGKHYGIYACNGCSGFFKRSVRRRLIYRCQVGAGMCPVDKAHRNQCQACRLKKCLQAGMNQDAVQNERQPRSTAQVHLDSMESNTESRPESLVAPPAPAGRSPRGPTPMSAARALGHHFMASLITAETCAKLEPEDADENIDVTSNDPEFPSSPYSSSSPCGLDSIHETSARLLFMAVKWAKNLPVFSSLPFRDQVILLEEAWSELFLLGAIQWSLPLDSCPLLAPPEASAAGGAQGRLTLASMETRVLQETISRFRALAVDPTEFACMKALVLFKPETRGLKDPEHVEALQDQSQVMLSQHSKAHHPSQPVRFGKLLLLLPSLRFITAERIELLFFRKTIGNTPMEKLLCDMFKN
#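 System: GST-tagged NR2E3 plus biotinylated RetCOR corepressor; Buffer or medium: pH 7.5 Tris-based buffer; Probe or stimulus: RetCOR corepressor, biotinylated, 7 nM; Doses: compound at 4.8 µM, single dose; Schedule: 5 h incubation at 4 °C; Technique: time-resolved FRET; Evaluation: percent inhibition of TR-FRET ratio; Replication: one well per compound, singlicate testing.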
# CF NFkB block: cystic fibrosis NF-kB activation inhibition; inhibition, % at 5 µM; KKLEB NF-kB-GFP reporter, PAF-induced, GFP fluorescence overnight; 360,000 tested, 0.86% active; AID 588850;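 active means at least 50% inhibition at 5 µM, scaled per plate between neutral and stimulator controls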;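 further: PAF is a Pseudomonas aeruginosa culture filtrate used as stimulus; plate controls were PAF-stimulated DMSO wells for no effect and unstimulated DMSO wells for full effect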
# KKLEB tox: CF airway cell cytotoxicity counter-screen | KKLEB CF airway cells viability, ATPlite luminescence, overnight; hits give low values; cells stimulated with P. aeruginosa culture filtrate | activity change (cytotoxicity), % at 5 µM | 360,000 tested, 0.36% active;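 active means corrected activity change at or below -50% at 5 µM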
# NR2E3 ag-2: human photoreceptor-specific nuclear receptor agonism. Q9Y5X4. CHO-S Gal4-NCOR/VP16-NR2E3 two-hybrid, luciferase. inhibition of corepressor binding, % at 3.98 µM. 360,000 tested, 0.35% active. AID 602229;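 active means inhibition above the mean of all tested compounds plus 3 SD, cut at about 70% in these data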;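 further: 0% = DMSO with NR2E3 transfected cells and 100% = cells lacking NR2E3 construct; higher means lower luciferase signal from less NR2E3 corepressor binding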
# Peg3 prom inh: inhibitors of Peg3 promoter; HeLa PEG-Prom luciferase reporter, luminescence, overnight; 360,000 tested, 1.7% active; inhibition, % at 20 µM;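 active means inhibition of at least 50% at 20 µM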
# C8 TRAIL sens: sensitizes caspase-8 expressing cells to TRAIL | 360,000 tested, 1% active | inhibition (viability loss, TRAIL sensitization), % at 10 µM | NB7+C8 cells + TRAIL, ATPlite viability luminescence;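 active means compounds causing at least 50% loss of cell viability in the single-dose screen, relative to plate controls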
# HIF-2a inh: inhibitors of HIF-2a; 786-0 RCC cells HIF-2a reporter, luciferase luminescence, overnight; inhibition, % at 18.8 µM; 360,000 tested, 0.72% active;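 active means inhibition of the luminescence signal of 40% or more relative to plate controls, in a single-dose primary screen at 18.75 µM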
# TWEAK-Fn14 inh: inhibitors of TWEAK-Fn14 interaction signaling. TWEAK-stimulated Fn14 reporter cells, luciferase luminescence, 8 h. inhibition, % at 10 µM. 360,000 tested, 2% active; in the data active means inhibition above about 50%
# Shn3 3UTR inh: reduces Shn3 3'UTR luciferase signal in osteoblasts | Clone20 osteoblast Shn3 3'UTR firefly luciferase, 24 h | inhibition, % at 12.5 µM | 360,000 tested, 0.52% active | AID 588674;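 active means mean inhibition of at least 75% with every replicate also reaching 75%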;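 further: 0% = median of neutral control wells and 100% = pilot-screen positive control compound; some compounds past the cut are filed as inactive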
# * hit, by the source's call; . = no result given.
SMILES,TROY signal inh,TRPM1 prom inh,NR2E3 ag-1,CF NFkB block,KKLEB tox,NR2E3 ag-2,Peg3 prom inh,C8 TRAIL sens,HIF-2a inh,TWEAK-Fn14 inh,Shn3 3UTR inh
Cc1cc(C(=O)CN2C(=O)c3ccccc3S2(=O)=O)c(C)n1CC1CCCO1 (stereo not drawn),45,83*,1,-14,-8,23,96*,83*,92*,106*,68
COc1cc2c(cc1OC)CN(C(=O)c1sc(-c3cnccn3)nc1C)CC2,-1,11,-1,24,-8,-14,12,-13,15,-4,-2
CCC(C)[C@H](NC(=O)NCCCN1CCOCC1)C(=O)OC (stereo partly drawn),-3,-7,3,7,1,-14,6,-2,-10,-3,-9
CCOC(=O)c1sc2ccccc2c1OC(=O)c1ccccc1,7,-4,-4,-7,11,1,-3,-5,-11,35,2
CCC(=O)Nc1cccc(NC(=S)NC(=O)c2cccs2)c1,-44,-81,1,-2,1,-28,-207,7,-225,-29,-56
COc1cc(/C=C2/C(=N)N3N=C(C)SC3=NC2=O)ccc1OS(=O)(=O)c1ccc(C)cc1,-3,3,4,3,-1,-41,-8,-5,-23,-12,9
CCCC(=O)Nc1cccc(NC(=O)c2ccc3c(c2)OCCO3)c1,-41,-42,-1,-14,2,-39,-100,17,-136,-17,-30
CCN(c1ccc(C)c(C)c1)S(=O)(=O)c1ccc2c(c1)CCN2C(=O)CCC(=O)O,-1,17,1,-18,12,-18,7,-3,3,-16,13
Cc1c(C)c2c(OCC(=O)N3CCC(C(=O)NCC(C)C)CC3)cc3c(c2oc1=O)CCC(C)(C)O3,-19,10,0,13,-10,19,4,6,4,-20,15
O=C(Nn1c(SCc2ccc([N+](=O)[O-])cc2)nc2ccccc2c1=O)c1ccc(F)cc1,36,-54,0,-2,-1,-121,-198,7,-133,-7,-65
Cc1ccc(CNC(=O)CCS(=O)(=O)Cc2ccc(C)cc2)cc1,7,4,-2,-6,10,8,17,3,8,-2,11
C/C(=N\NC(=O)COc1cccc(Cl)c1)c1ccc2c(c1)OCCO2,-8,-5,0,-2,-6,-13,-12,-11,-45,-17,-5
CCCNC(=O)c1c(O)c2cccc3c2n(c1=O)CCC3,-23,3,.,-28,10,11,24,17,-24,4,-8
CCCn1c(NC(=O)c2ccccc2)nc2ccccc21,-7,5,0,-10,-11,-12,-41,13,-65,-18,-7
O=C(c1cc2cc(Br)ccc2o1)N1CCCC1,-29,-15,0,-12,-11,-48,-163,1,-174,-15,-19

# In a second layout: entries from further up
# Order of values – TROY signal inh, TRPM1 prom inh, NR2E3 ag-1, CF NFkB block, KKLEB tox, NR2E3 ag-2, Peg3 prom inh, C8 TRAIL sens, HIF-2a inh, TWEAK-Fn14 inh, Shn3 3UTR inh
C/C(=N\NC(=O)COc1cccc(Cl)c1)c1ccc2c(c1)OCCO2
  -8, -5, 0, -2, -6, -13, -12, -11, -45, -17, -5
CCCNC(=O)c1c(O)c2cccc3c2n(c1=O)CCC3
  -23, 3, ., -28, 10, 11, 24, 17, -24, 4, -8
CCCn1c(NC(=O)c2ccccc2)nc2ccccc21
  -7, 5, 0, -10, -11, -12, -41, 13, -65, -18, -7

# More entries follow:
SMILES,TROY signal inh,TRPM1 prom inh,NR2E3 ag-1,CF NFkB block,KKLEB tox,NR2E3 ag-2,Peg3 prom inh,C8 TRAIL sens,HIF-2a inh,TWEAK-Fn14 inh,Shn3 3UTR inh
Cc1ccc2[nH]cc(CCNC(=O)Nc3ccccc3)c2c1,-14,1,0,16,-7,6,-11,-1,-24,-3,-6
Cc1cc(OCC(=O)NC(C)(C)C)ccc1Cl,-93,-80,2,6,12,-56,-122,-5,-195,-38,-39
Cc1ccc(Nc2nc3ccccc3o2)cc1F,-40,-15,2,-7,0,-112,-284,11,-245,2,-127
C=CCN1C(=O)CN=C1NCc1ccccc1,12,-9,-2,-11,11,-18,5,7,24,-2,-11
COc1ccccc1N1CCN(C(=O)c2sc3nc(-c4ccc(F)cc4)cn3c2C)CC1,49,20,5,12,-23,-21,6,6,5,41,26
O=C(NCc1ccco1)c1cc2sccc2n1Cc1ccc(F)cc1,-5,14,1,-3,4,-24,12,0,8,2,10
CC1CCC(=NNC(=O)Cc2ccccc2)CC1 (stereo not drawn),-26,4,2,-3,4,-40,16,-10,18,4,3
COC(C[C@@H]1O[C@@H]1C(=O)COCc1ccccc1)OC,-3,-2,.,-30,-7,23,-1,-1,-6,-8,-15
O=C(NNC(=O)c1ccccc1O)c1cc2ccccc2o1,-53,-35,2,-2,4,-59,-129,24,-151,-4,-26
COC(=O)CC1=C(C(=O)OC)C(c2cccc(OCC(N)=O)c2)C(C#N)=C(N)O1 (stereo not drawn),6,-3,0,6,-2,-24,-6,-2,5,4,1
O=C(COC(=O)c1cccc(O)c1)c1ccccc1,-25,-80,2,-40,16,-117,-263,4,-102,-8,-143
O=C(CC1Sc2ccccc2NC1=O)NNC(=O)Nc1ccc(Cl)cc1 (stereo not drawn),-11,1,-1,10,-4,-1,19,-5,7,10,-17
O=C(Oc1ccc(NC(=O)c2cc3c(cc2Br)OCO3)cc1)c1ccccc1,-16,-13,3,23,-6,0,-29,-2,-51,-33,-12
Cc1ccc(NC(=O)N2CCC(c3nc4c(nnn4Cc4cccc(Cl)c4)c(=O)[nH]3)CC2)cc1,-8,6,-3,-16,-14,4,21,3,-12,-6,36
CC(C)C(NS(=O)(=O)c1cccc2nsnc12)C(=O)N1CCn2c1nc1ccccc12 (stereo not drawn),-1,13,2,21,-23,5,15,-13,6,-17,-22

# Ordered by heavy-atom count (rising): some entries from above
SMILES,TROY signal inh,TRPM1 prom inh,NR2E3 ag-1,CF NFkB block,KKLEB tox,NR2E3 ag-2,Peg3 prom inh,C8 TRAIL sens,HIF-2a inh,TWEAK-Fn14 inh,Shn3 3UTR inh
CCCNC(=O)c1c(O)c2cccc3c2n(c1=O)CCC3,-23,3,.,-28,10,11,24,17,-24,4,-8
O=C(NNC(=O)c1ccccc1O)c1cc2ccccc2o1,-53,-35,2,-2,4,-59,-129,24,-151,-4,-26
CCCC(=O)Nc1cccc(NC(=O)c2ccc3c(c2)OCCO3)c1,-41,-42,-1,-14,2,-39,-100,17,-136,-17,-30
O=C(Oc1ccc(NC(=O)c2cc3c(cc2Br)OCO3)cc1)c1ccccc1,-16,-13,3,23,-6,0,-29,-2,-51,-33,-12
CC(C)C(NS(=O)(=O)c1cccc2nsnc12)C(=O)N1CCn2c1nc1ccccc12 (stereo not drawn),-1,13,2,21,-23,5,15,-13,6,-17,-22
Cc1ccc(NC(=O)N2CCC(c3nc4c(nnn4Cc4cccc(Cl)c4)c(=O)[nH]3)CC2)cc1,-8,6,-3,-16,-14,4,21,3,-12,-6,36

# Carrying on.
SMILES,TROY signal inh,TRPM1 prom inh,NR2E3 ag-1,CF NFkB block,KKLEB tox,NR2E3 ag-2,Peg3 prom inh,C8 TRAIL sens,HIF-2a inh,TWEAK-Fn14 inh,Shn3 3UTR inh
Cc1ccc(C2=CSC3=NNC4(CCCCC4)NN23)cc1,8,-58,1,-4,6,-45,-201,-6,-205,24,-54
O=C(CSc1nnc2ccccn12)c1ccc2c(c1)OCCO2,8,-24,-1,12,-7,-110,-84,-1,-97,46,-42
Cn1cc(SCC(=O)Nc2nc3ccccc3s2)c2ccccc21,37,3,-3,23,-32,48,7,2,-27,35,0
NS(=O)(=O)c1ccc(NC(=S)N2CCN(c3ccccc3)CC2)cc1,7,11,1,-1,9,13,16,-1,9,20,4
COC(=O)c1cccc(NC(=O)c2ccc(S(=O)(=O)N3CCN(C)CC3)cc2)c1,-24,7,2,0,8,-4,6,19,8,23,-25
CCN1C(=O)C(CC(=O)Nc2c(C)cccc2C)Nc2cc(S(=O)(=O)N(C)C)ccc21 (stereo not drawn),8,-1,-4,-10,14,-10,0,1,7,1,14
N#Cc1cc(C#N)c(SCC(=O)NCC2CCCO2)nc1N (stereo not drawn),-11,0,2,-7,1,-32,0,-7,13,15,13
CCCOc1ccc(-c2c(C(=O)N/N=C(\C)c3ccncc3)nnn2-c2nonc2N)cc1,-18,0,0,-22,3,-10,-18,12,10,0,-7
CCOC(=O)C1(CCCc2ccccc2)CCN(C(=O)CN2C(=O)CSC2=O)CC1,-19,0,-1,-10,6,-22,6,-3,5,-11,16
COc1cc(/C=C(/C#N)c2nc3ccccc3[nH]2)ccc1OCc1ccc(C(=O)O)o1,-7,8,-1,-4,-4,-39,1,11,6,6,2
O=C(NCc1cn2ccccc2n1)c1ccco1,11,.,4,7,-5,10,-2,14,-15,2,-2
COc1ccccc1/C=C/C=N/N1CCN(Cc2ccccc2)CC1,9,-4,1,-25,-4,32,12,-3,14,12,-9
COc1ccc(NS(=O)(=O)c2cc([N+](=O)[O-])ccc2N/N=C/c2c(C)[nH]c3ccccc23)cc1,49,6,.,-5,2,-14,49,32,16,36,20
CCCCSc1nc2c([nH]1)c(=S)n(C)c(=O)n2C,8,10,.,7,-12,64,-13,10,8,-1,14
COc1ccc(C(CNC(=O)c2oc3ccc(Br)cc3c2C)N2CCCCC2)cc1 (stereo not drawn),6,-13,0,26,-27,-21,18,11,8,-29,-15
Cc1ccn(-c2n[nH]c(C)c2[N+](=O)[O-])n1,1,-11,2,13,-14,13,4,-2,15,19,19
CCN1C(=O)C(=O)N(CC(=O)N(C)CC(=O)Nc2ccccc2C(F)(F)F)C1=O,15,-6,.,2,19,-28,1,-15,11,10,-20
CCC1CCCCN1S(=O)(=O)c1ccc(S(=O)(=O)N(Cc2ccccn2)CC2CCCO2)cc1 (stereo not drawn),-2,7,-2,6,-1,-4,8,12,13,-8,21
CC(C)(C(=O)c1ccccc1)/[N+]([O-])=C/c1ccccc1F,-8,22,0,16,4,-1,-2,0,1,-9,-1
Cn1c(SCC(=O)N2CC(=O)Nc3ccccc32)nc2ccccc2c1=O,-6,0,4,3,-1,-33,9,26,1,15,19
Cc1noc(C)c1COC(=O)COc1ccc(C#N)cc1,-1,2,-3,-2,0,7,-8,-8,8,2,11
O=C(NC(=O)c1cccc(Cl)c1)OC[C@@H]1CCCN2CCCCC12 (stereo partly drawn),-29,-6,3,14,1,7,-8,7,8,-3,8

# Assay outcomes from PubChem BioAssay.

# These rows are one share of the data. The share of hits here may be higher or lower than overall.
